Compound activity from PubChem.
PDI inh – blocks human protein disulfide isomerase activity. PDI insulin aggregation turbidity, A650, 90 min. inhibition, % at 10 µM. P07237. 350,000 tested, 0.052% active. AID 588391;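 active = mean inhibition across replicates of 30% or more, whatever share of single replicates reach that level; inconclusive = mean inhibition below 30% while every single replicate reaches 30%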;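 also: absorbance from insulin aggregation driven by PDI reduction with DTT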
Target sequence (P07237 whole entry, looked up): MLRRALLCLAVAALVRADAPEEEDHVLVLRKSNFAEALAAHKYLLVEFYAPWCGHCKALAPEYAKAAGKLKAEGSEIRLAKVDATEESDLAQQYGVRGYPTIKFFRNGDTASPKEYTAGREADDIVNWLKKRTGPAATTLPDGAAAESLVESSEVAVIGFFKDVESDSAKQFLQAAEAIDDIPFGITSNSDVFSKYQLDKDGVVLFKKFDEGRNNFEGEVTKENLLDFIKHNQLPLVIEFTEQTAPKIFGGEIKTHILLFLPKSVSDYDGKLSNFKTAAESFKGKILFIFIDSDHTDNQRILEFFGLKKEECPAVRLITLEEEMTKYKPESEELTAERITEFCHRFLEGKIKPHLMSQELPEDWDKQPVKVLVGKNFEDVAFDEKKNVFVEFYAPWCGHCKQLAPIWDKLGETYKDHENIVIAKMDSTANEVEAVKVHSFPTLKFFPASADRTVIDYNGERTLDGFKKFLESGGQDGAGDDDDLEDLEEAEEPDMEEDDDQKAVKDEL
aDG glyco up – increases alpha dystroglycan glycosylation. 360,000 tested, 0.22% active. activation, % at 10 µM. AID 624168. Pro5-aDG cells, alpha-DG glycosylation AlphaScreen (IIH6); 0% Pro5, 100% B10-LARGE cell signal;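 active = activation of at least 8% versus controls, or a plate z-score of at least 8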;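 also: Pro5 are CHO cells carrying HIG-tagged alpha-DG that lacks glycosylation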
NR2E3 ag-1 – agonists of human nuclear receptor NR2E3. AID 2300. inhibition of corepressor binding, % at 4.78 µM. 320,000 tested, 0.12% active. Q9Y5X4. GST-NR2E3/biotin-RetCOR TR-FRET, 1536-well;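 active = percent inhibition above the cutoff of mean plus 3 SD of all tested compounds, set per screening campaign, cut at about 20% in these data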;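 also: 0% = DMSO wells and 100% = biotin wells as full block of FRET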
Target sequence (Q9Y5X4 whole entry, looked up): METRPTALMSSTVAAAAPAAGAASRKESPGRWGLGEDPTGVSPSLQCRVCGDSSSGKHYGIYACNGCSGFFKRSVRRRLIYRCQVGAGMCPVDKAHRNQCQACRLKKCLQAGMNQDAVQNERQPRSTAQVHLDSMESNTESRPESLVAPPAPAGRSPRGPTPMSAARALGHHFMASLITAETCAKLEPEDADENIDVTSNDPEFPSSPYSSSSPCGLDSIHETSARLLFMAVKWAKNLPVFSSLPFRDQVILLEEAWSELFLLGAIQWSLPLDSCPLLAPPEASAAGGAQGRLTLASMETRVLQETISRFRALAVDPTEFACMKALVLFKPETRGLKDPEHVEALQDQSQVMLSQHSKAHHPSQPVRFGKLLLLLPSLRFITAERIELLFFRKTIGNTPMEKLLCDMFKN
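Test system – NR2E3–RetCOR corepressor complex · Quantity – NR2E3 fusion 1.35 nM · Buffer or medium – Tris pH 7.5 · Incubation – Compound–protein incubation for 5 h at 4 °C · Technique – TR-FRET, Eu(K)-anti-GST donor, streptavidin-D2 acceptor, ex 340, em 617/671 nm · Evaluation – percent inhibition of 671/617 nm emission ratio versus biotin and DMSO controls · Plate – 1536-well format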
MITF TRPM1 inh – MITF TRPM1 promoter inhibition in SK-MEL-5 cells; SK-MEL-5 TRPM1 promoter luciferase, 24 h; inhibition, % at 12.5 µM; 330,000 tested, 0.83% active;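 active = mean inhibition across replicates of 60% or more, whatever share of single replicates reaches that level; inconclusive = some that reach 60%, reason not given; inactive = mean inhibition across replicates below 60%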; also: values of inactives mirror those of a sister screen read the other way
CaV13 ICDI inh – Primary screen for inhibitors of IQ motif and Ca2+-dependent inactivation inhibitor domain binding in CACNA1D, Förster resonance energy transfer in living cells, … | AID 743397 | HEK cells, CFP/YFP FRET ICDI-IQ, plate reader, 10 min; percent FRET-ratio fall versus neutral wells | inhibition, % at 12.3 µM | 340,000 tested, 0.098% active;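 active = mean replicate inhibition of at least 30% and at least 1% of replicates passing that level; inconclusive = only one of the two criteria is met; inactive = neither criterion is met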;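 also: 0% = median of the neutral control wells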
Vif imaging – HIV Vif inhibition | HEK293T cells, Vif self-association by quenched fluorescence, imaging, 24 h | inhibition, % at 7.49 µM | 340,000 tested, 0.35% active; in the data active = inhibition above about 50%, passing the limit was not always enough; inconclusive = no clear call, values can overlap the other calls; inactive = below about 31%; also: some results filed as inactive read as strong as hits
HIF-2a block – blocks HIF-2a reporter activity. AID 624352. 786-0 RCC cells HIF-2a reporter, luciferase luminescence, overnight. 360,000 tested, 0.72% active. inhibition, % at 18.8 µM;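 active = inhibition of the luminescence signal of 40% or more relative to plate controls, in a single-dose primary screen at 18.75 µM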
NR2E3 ag-2 – human photoreceptor-specific nuclear receptor agonism. 360,000 tested, 0.35% active. CHO-S Gal4-NCOR/VP16-NR2E3 two-hybrid, luciferase. Q9Y5X4. inhibition of corepressor binding, % at 3.98 µM. AID 602229;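 active = inhibition above the mean of all tested compounds plus 3 SD, cut at about 70% in these data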;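 also: 0% = DMSO with NR2E3 transfected cells and 100% = cells lacking NR2E3 construct; higher means lower luciferase signal from less NR2E3 corepressor binding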
Granule exo inh – lytic granule exocytosis inhibition. TALL-104 LAMP-1 surface exposure, flow cytometry; cells stimulated with thapsigargin and PMA. 360,000 tested, 0.66% active. inhibition, % at 10 µM. AID 651702;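 active = inhibition above about 55%, limit read from the data; inconclusive = no clear call, values can overlap the other calls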
hiPSC survival – increases survival of single human iPS cells; survival enhancement, % at 20 µM; hiPSC single-cell survival, ATPlite luminescence; 100% = ROCK inhibitor wells, 0% = DMSO; AID 602274; 360,000 tested, 0.044% active; in the data active = survival enhancement above about 18%;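 also: cells exposed to compounds for 16 hours before the ATP read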
Peg3 promoter – reduces Peg3 promoter-driven luciferase expression in HeLa | HeLa PEG-Prom luciferase reporter, luminescence, overnight | 360,000 tested, 1.7% active | AID 588405 | inhibition, % at 20 µM;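 active = inhibition of at least 50% at 20 µM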
An asterisk follows results filed as active; ? = inconclusive; . = not tested or not shown.

SMILES | PDI inh | aDG glyco up | NR2E3 ag-1 | MITF TRPM1 inh | CaV13 ICDI inh | Vif imaging | HIF-2a block | NR2E3 ag-2 | Granule exo inh | hiPSC survival | Peg3 promoter
CCOC(=O)Cc1csc(NC(=O)Nc2ccc(OC(F)(F)F)cc2)n1 | -9 | 1.7 | 2 | -2 | -6 | -5 | 5 | -6 | 2 | -0.6 | -75
CCCn1nnnc1SCC(=O)c1ccc(NC(C)=O)cc1 | 1 | -0.1 | 0 | -14 | -5 | 11 | 1 | -30 | -2 | -0.9 | -18
c1ccc(Nc2ccc(-n3ccnc3)nn2)cc1 | -1 | 0.0 | -5 | 4 | -4 | 11 | -26 | -13 | -1 | -0.5 | -18
Cc1ccccc1-n1ncc2c1CC(C)(C)CC2NC(=O)CCC1=NNC(=O)CC1 (configuration not stated) | -1 | -0.1 | -1 | -4 | -4 | 6 | 3 | 22 | 0 | -0.6 | -24
COCCNC(=O)C1Cc2cc(S(=O)(=O)N3CCCC3)ccc2N1C(C)=O (configuration not stated) | 1 | 0.4 | 2 | 4 | -4 | 18 | 2 | 4 | 4 | 0.5 | -21
COc1ccc(CC(=O)N/N=C(\C)c2cccnc2)cc1OC | 6 | 0.1 | . | 7 | . | 1 | 4 | -14 | -1 | -0.2 | -17
COP1(=O)C[C@@H](O)[C@@H](O)[C@@H](COCc2ccccc2)O1 (some centres not stated) | -2 | -0.6 | 4 | 2 | -7 | . | 12 | -18 | 0 | 0.0 | 7
O=C(N[C@@H](c1ccccc1)[C@@H]1C[C@H]1C(=O)O)OCc1ccccc1 | 12 | -0.3 | 4 | 0 | -4 | -5 | 6 | -27 | -3 | -3.5 | 8
Fc1cc(F)c(F)c(SCn2cc(Br)cn2)c1F | -5 | 0.0 | . | -10 | -6 | . | 3 | -2 | -3 | 1.2 | -11
CN(C)c1ccc(NS(=O)(=O)c2ccc(-c3csnn3)cc2)cc1 | -6 | 0.0 | 3 | . | -20 | -5 | 8 | -7 | 3 | 0.3 | 9
CN(CC(=O)NCc1ccccn1)S(=O)(=O)c1ccc(F)cc1 | 3 | 0.0 | 1 | 3 | -3 | 6 | 3 | 3 | 2 | -1.0 | -2
COc1cccc2sc3cc(NCC[C@@H]4CCCN4C)ccc3c(=O)c12 | -1 | -0.1 | . | -36 | 26 | 13 | -187 | -5 | 0 | -0.8 | -254
COc1ccc(OCCc2nnc(N)s2)cc1 | 2 | -0.1 | 0 | 6 | -5 | 6 | 1 | -21 | -1 | -2.0 | -2
COc1ccc(OCCN(C)Cc2c(O)ccc3ccccc23)cc1 | 11 | 0.1 | 3 | 6 | -3 | 6 | 9 | -26 | 38 | -0.3 | -6
Cc1cc(C)c(C)c(S(=O)(=O)N2CCN(C(=O)c3cc(=O)[nH]c4ccccc34)CC2)c1C | -1 | -0.2 | -1 | 8 | -5 | 5 | 19 | 45 | 19 | -1.4 | 59*
COCCCN(C(=O)Cc1ccc(S(=O)(=O)N2CCOCC2)s1)c1c(N)n(Cc2ccccc2)c(=O)[nH]c1=O | 21 | 0.0 | . | 6 | -7 | 21 | 8 | -24 | 0 | 0.1 | 16
O=C(NCc1ccccc1)c1cnc(-c2ccccn2)nc1C(F)(F)F | -2 | 0.0 | 0 | -6 | -5 | . | -28 | -31 | -1 | -1.0 | -39
COc1ccc(OC)c(CCNC(=O)CCn2nc(C)c3c(C)n(-c4ccccc4)nc3c2=O)c1 | -13 | -0.1 | -3 | 13 | -2 | -4 | 16 | 20 | -3 | -0.6 | 4
O=c1[nH]n(-c2ccccc2)c(=O)cc1Cl | 3 | 0.0 | . | 9 | -4 | 8 | 5 | -2 | -8 | 3.8 | -16
CC(=O)N1C(=O)NC(c2ccccc2)=C([N+](=O)[O-])C1c1ccccc1 (configuration not stated) | -2 | 0.0 | 1 | -9 | -2 | 11 | 5 | -20 | 1 | 0.0 | 9
O=C(O)c1ccccc1SCc1ccc2c(c1)OCO2 | 4 | -0.1 | -4 | 3 | . | . | -2 | -15 | -1 | 0.1 | -4
COc1ccc(NC(=O)CN(C)S(=O)(=O)c2ccc3c(c2)CCCN3C(C)=O)cc1 | 6 | -0.1 | -2 | -7 | -3 | -1 | -9 | 17 | -2 | 0.5 | -22
CCC(=O)Nc1nc2c(s1)COc1ccccc1-2 | . | -0.1 | 2 | -1 | -2 | -2 | -24 | -26 | -2 | -0.6 | -36
CN1/C(=C\P(=O)(N(C)C)N(C)C)C(C)(C)c2ccccc21 | -1 | 0.3 | 1 | -2 | -6 | . | -2 | 1 | 2 | -0.1 | 12
COc1cc(C(=O)OCC(=O)c2ccc(S(=O)(=O)N3CCCCC3)cc2)cc(OC)c1OC | -7 | -0.1 | 1 | -4 | -6 | -6 | 1 | -19 | 3 | -2.0 | 4

(list continues)
SMILES | PDI inh | aDG glyco up | NR2E3 ag-1 | MITF TRPM1 inh | CaV13 ICDI inh | Vif imaging | HIF-2a block | NR2E3 ag-2 | Granule exo inh | hiPSC survival | Peg3 promoter
O=C(N/C(=C/c1ccc(F)cc1)C(=O)N1CCOCC1)c1ccccc1 | -17 | -0.3 | . | 11 | -5 | 8 | 7 | 6 | -4 | 0.4 | -1
COc1ccc(N2CC(C(=O)NCCC3=CCCCC3)CC2=O)c(OC)c1 (configuration not stated) | 0 | 0.0 | 2 | 2 | -4 | 4 | 15 | -5 | 5 | -0.4 | 14
O=C(C1CCCN(c2ncnc3c2nc2n3CCCCC2)C1)N1CCN(c2ccccc2)CC1 (configuration not stated) | -1 | 0.2 | -4 | -14 | -4 | -1 | 14 | -7 | -1 | 0.1 | 36
CCOc1cccc(-c2cc(-c3n[nH]c(=S)n3CC)c3ccccc3n2)c1 | -3 | -0.2 | 2 | 2 | -7 | -14 | -2 | -3 | -2 | -3.4 | -3
CCOC(=O)c1c(NC(=O)COC(=O)c2ncc(Cl)c(Cl)c2Cl)sc(C(=O)N(C)C)c1C | -11 | -0.1 | -4 | 16 | . | -2 | 2 | -17 | -4 | -0.3 | -11
CCCc1cc(C(=O)Nc2ccc(F)c(Cl)c2)no1 | -6 | 0.0 | 0 | -107 | -3 | 0 | -266 | -8 | 0 | -0.4 | -425
CCNc1nc(N)c(C(=O)c2ccc(Cl)s2)s1 | -1 | -0.2 | 0 | -44 | -5 | 31 | -300 | -47 | -3 | 3.6 | -260
Nc1ccc(Oc2ccc(Br)cc2)cc1 | 7 | 0.0 | 0 | 10 | -4 | 4 | -53 | -13 | -1 | -1.2 | -10
CN(c1cc2c(c3c1ccn3C)C1CCC2O1)C1CCCCC1 (configuration not stated) | . | -0.1 | . | . | -7 | . | 5 | -9 | -1 | 1.5 | -16
Cn1c(=O)n(C)c2cc(/C=N/NC(=O)c3ccc(Cl)cc3)ccc21 | -6 | 0.0 | 2 | -11 | 1 | 3 | 14 | -27 | -2 | -0.5 | 5
CCOC(=O)N1CCN(C(=O)/C(=C/c2ccccc2OC)NC(=O)c2ccccc2)CC1 | -10 | 0.5 | 0 | -21 | -7 | 9 | 10 | -14 | 0 | -2.0 | 6
c1ccc(Sc2ncccn2)nc1 | -2 | 0.0 | 1 | 2 | -3 | -3 | 9 | -16 | -1 | 0.8 | 0
COc1ccc(CCNc2ccc([N+](=O)[O-])cn2)cc1 | -13 | 0.4 | . | 0 | -4 | -2 | -20 | 2 | 2 | -0.6 | -2
CCN(CC(=O)Nc1c(F)cccc1F)C(=O)CCN1C(=O)C2CC=CCC2C1=O (configuration not stated) | -3 | 0.1 | 2 | -1 | -2 | 0 | 11 | 1 | 6 | 0.0 | 4
S=C(c1ccc2c(c1)OCO2)N1CCCCC1 | 13 | 0.0 | 3 | -5 | -5 | 5 | 12 | -5 | 0 | -1.5 | 7
Cc1ccc(C(=O)Nc2ccc(SC(F)F)cc2)s1 | -1 | 0.6 | 3 | -80 | -4 | -6 | -311 | -169 | -6 | -0.7 | -388
Cc1cc(C)c2c(c1)NC(=O)C2(O)CC(=O)c1cccs1 (configuration not stated) | 11 | -0.1 | 1 | -13 | -4 | -7 | -1 | 13 | -1 | 0.4 | 3
COc1ccc(C(=O)NCc2nnc(SCC(=O)N3CCC(C)CC3)o2)cc1OC | 2 | 0.3 | -3 | 4 | . | 3 | 17 | 10 | -2 | 1.4 | 17
CCNC(=S)NNc1nc(N2CCOCC2)nc(N2CCOCC2)n1 | -8 | -0.1 | -1 | -5 | -4 | -1 | 3 | -35 | 0 | -0.3 | 5
O=C(NCCS(=O)(=O)N1CCN(c2ccc(F)cc2)CC1)C1CC(=O)N(c2ccccc2)C1 (configuration not stated) | 2 | 0.1 | -4 | 6 | -17 | -6 | -9 | -17 | -1 | -0.5 | -1
CCOC(=O)C1C(=O)N(C(=O)c2cncc(Br)c2)CC1c1ccccc1 (configuration not stated) | 7 | -0.1 | -1 | 1 | -1 | -1 | 11 | -4 | -1 | 6.9 | 2
O=C(NCCc1ccc(Cl)cc1)C1CCCN(c2ncnc3c2nc2n3CCCCC2)C1 (configuration not stated) | -1 | -0.1 | -2 | -7 | -2 | 0 | 12 | 2 | -1 | -0.2 | 24
C=CCOc1ccc(/C=C/C(C)=N\O)cc1 | -3 | -0.1 | -4 | -70 | -4 | 9 | -208 | -111 | 11 | -2.4 | -291
Cc1nc2cc3c(=O)n(C)cnc3cc2n1Cc1ccccc1 | 5 | 0.1 | . | . | -6 | 6 | 1 | 27 | 6 | -0.8 | -8
Cc1ccc(NC2=CC(=O)C(=O)c3ccccc32)cc1 | -5 | 6.8 | -4 | 95* | -6 | -18 | -47 | -49 | 1 | -0.5 | -137

(next part)
SMILES | PDI inh | aDG glyco up | NR2E3 ag-1 | MITF TRPM1 inh | CaV13 ICDI inh | Vif imaging | HIF-2a block | NR2E3 ag-2 | Granule exo inh | hiPSC survival | Peg3 promoter
O=C(CSCc1c(Cl)cccc1Cl)NCc1cccnc1 | -3 | 0.0 | 3 | 10 | -7 | 6 | -1 | 9 | 0 | -0.8 | 7
O=S(=O)(O)c1nnc2sc3ccccc3n12 | -5 | -0.2 | -2 | 6 | . | 26 | 5 | -1 | 9 | -1.3 | 9
COc1ccc(NC(=O)COC(=O)c2ccncc2)c(OC)c1 | 16 | -0.3 | 0 | -6 | -1 | . | 20 | -26 | ? | 0.4 | 3
COc1ccccc1CNS(=O)(=O)c1c(C)cc(C)cc1C | 8 | 0.1 | . | . | -5 | . | 7 | -6 | 0 | -0.3 | 11
Cc1cc(C(=O)Nc2ccccc2C#N)n(-c2ccccc2)n1 | . | 0.0 | -1 | -3 | -2 | 1 | 16 | -23 | -2 | 1.4 | 0
COc1ccc(C(=O)Nc2nc3ccccc3[nH]2)cc1S(=O)(=O)N1CCOCC1 | 0 | 0.0 | 0 | -9 | -6 | -20 | -39 | 5 | -4 | -0.5 | -16
